Screening results as filed in PubChem.
LYP inhibition = inhibition of human PTPN22 tyrosine phosphatase – biochemical, DiFMUP fluorescence, recombinant catalytic domain, 10 µM, primary screen (AID 606); recombinant LYP catalytic domain, DiFMUP fluorescence; higher % means a stronger effect; inhibition, % at 10 µM, or IC50 in µM where a hit was titrated; 52,000 tested, under 10 active;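 active = IC50 under 40 µM in the dose-response test; inactive = IC50 of 40 µM or more, or never dose-tested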
Alkaline phosphatase = inhibition of tissue-nonspecific alkaline phosphatase – biochemical, luminescent (AID 518); purified TNAP enzyme, luminescent substrate readout; higher % means a stronger effect; inhibition, % at 20 µM; hits with a dose series show IC50 in µM; hit rate 0.09% among 64,000; in the data active = a potency from the dose series; inactive = the rest, 99 in 100 with inhibition below about 22%;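 also: plate controls were vehicle for no effect and reference inhibitor for full effect; many of its hits are not listed in these tables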
Bfl-1 inhibitors = Bfl-1 inhibitors, primary screen, biochemical, fluorescence polarization, FITC-Bid, mouse (AID 432). FITC-Bid BH3 peptide fluorescence polarization displacement; higher % means a stronger effect. displacement, % at 20 µM; hits with a dose series show IC50 in µM. hit rate 0.02% among 64,000; in the data active = a potency from the dose series; inactive = the rest, 99 in 100 with displacement below about 15%; also: strong numbers were not always called active
HPDE-C7K KRASV12 = cytotoxicity in KRAS-transformed pancreatic duct cells, primary screen, cell-based, fluorescence, HTS (AID 431). HPDE-C7K KRASV12 cells, Alamar Blue viability, 48 h; higher % means a stronger effect. cytotoxicity, % at 10 µM, or EC50 in µM where a hit was titrated. hit rate 1.7% among 63,000;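 active = compounds whose percent cytotoxicity in the single-dose primary screen, scaled between solvent and toxic-drug controls, exceeds 50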;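 also: 0% = DMSO solvent wells and 100% = doxorubicin-treated wells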
Spn MK inh = S. pneumoniae mevalonate kinase inhibition | purified MK, PK/LDH-coupled NADH absorbance 340 nm | hit rate 0.48% among 65,000 | AID 555 | inhibition, % at 10 µM;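 active = ranked among the strongest by inhibition in the single 10 µM screen, a fixed top-ranked set picked for dose follow-up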; also: no value below 0 was filed
PMK inhibit = blocks S. pneumoniae phosphomevalonate kinase | purified PMK, PK/LDH-coupled NADH absorbance 340 nm | inhibition, % at 10 µM | hit rate 0.49% among 65,000 | AID 539;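 active = top-ranked compounds by inhibition in the single 10 µM screen, taking a fixed number of the strongest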;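 also: 0% = full reaction with DMSO carrier and 100% = background rate without enzyme reaction; no value below 0 was filed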
HPDE-C7 cytotoxicity = HPDE-C7 pancreatic duct cell viability loss – fluorescence, HTS (AID 430). HPDE-C7 pancreatic duct cells viability, fluorescence; higher % means a stronger effect. cytotoxicity, % at 10 µM; hits with a dose series show EC50 in µM. hit rate 1.8% among 63,000;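 also: cells exposed to compound for 48 hours before viability readout; 0% = vehicle and 100% = reference cytotoxic drug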
HT1080 cytotoxicity = cytotoxicity in HT1080 fibrosarcoma cells, cell-based, fluorescence readout (AID 620). hit rate 0.42% among 87,000. cytotoxicity, % at 10 µM; hits with a dose series show EC50 in µM. HT1080 viability, fluorescence; higher % means a stronger effect;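 also: cells exposed to compound overnight then 4 h with Alamar Blue; 0% = vehicle DMSO and 100% = killing control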
DPM-DC inhibit = inhibitors of Streptococcus pneumoniae diphosphomevalonate decarboxylase. purified DPM-DC, PK/LDH coupled NADH fluorescence. calls only at 10 µM. hit rate 0.49% among 65,000. AID 556;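 active = the 320 compounds with the highest percent inhibition in the single-dose primary screen, excluding strongly autofluorescent ones, cut at about 32% in these data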;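 also: kinetic rate of NADH fluorescence loss reporting ADP formed by the decarboxylase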
PMK inhibit pilot replicates = further read-out of PMK inhibit, marked with its call; inhibition, %; measured here: pilot screen replicates
Spn MK inh pilot replicates = further read-out of Spn MK inh, marked with its call; inhibition, %; measured here: pilot screen replicates
DPM-DC inhibit pilot screen % = further read-out of DPM-DC inhibit, marked with its call; inhibition, %; measured here: pilot screen trials
* marks the source's active call; other numbers are inactive results; i = inactive; . = no result given. Rule as the data show it, unless noted: active = cytotoxicity above about 50%; inactive = the rest.

SMILES	LYP inhibition	Alkaline phosphatase	Bfl-1 inhibitors	HPDE-C7K KRASV12	Spn MK inh	PMK inhibit	HPDE-C7 cytotoxicity	HT1080 cytotoxicity	DPM-DC inhibit	others
Cc1cc2cc(CN(CCCO)S(=O)(=O)c3cccc4nsnc34)c(=O)[nH]c2cc1C	6%	11%	-1%	-10%	12	19	-12%	-3%	i
O=C(NCc1cccnc1)c1cccc2c1C(=O)N(C1CCCCC1)C2	.	5%	-7%	-10%	5	12	-14%	-10%	i
O=P(c1ccc2c(c1)OCCO2)(N1CCOCC1)N1CCOCC1	10%	2%	10%	-19%	0	1	-4%	0%	i
CCCCCOC(=O)C1=C(C)NC(=O)NC1c1ccccc1OCC (stereo unspecified)	.	7%	2%	-17%	4	10	-8%	0%	i
COc1ccc(-c2cc3nc(-c4ccccc4)cc(N4CCC5(CC4)OCCO5)n3n2)cc1	-11%	7%	1%	16%	6	9	13%	0%	.
CCOC(=O)C1CCN(C(=O)CSc2ccccc2)CC1	-14%	11%	4%	2%	1	0	1%	6%	i
CN(C(=O)CSc1nnc(NC2CCCCC2)s1)C1CCS(=O)(=O)C1 (stereo unspecified)	3%	8%	-4%	-14%	6	8	-8%	-7%	i
O=C(CSc1ncc(-c2ccc(F)cc2)n1Cc1ccco1)Nc1nccs1	.	4%	10%	5%	6	11	-12%	-9%	i
Cc1cc(Cl)cc(C)c1OCCCCN1CCOCC1	8%	-10%	6%	3%	10	0	10%	3%	i
CC(C)OC(=O)CSc1ncnc2c1cnn2-c1ccccc1	0%	8%	2%	-13%	0	12	-3%	2%	i
O=C(C1CCCN(S(=O)(=O)c2cccc3nsnc23)C1)N1CC=C(c2ccccc2)CC1 (stereo unspecified)	-13%	9%	-1%	9%	16	13	7%	1%	i
O=C(NC1CCCCCC1)C1CC(=O)N(Cc2ccccc2)C1 (stereo unspecified)	.	8%	0%	-15%	2	18	-2%	-4%	i
COc1ccccc1N(C(=O)NCc1ccccc1)C1=NCC(C)S1 (stereo unspecified)	1%	4%	10%	2%	9	4	5%	0%	i
O=c1[nH]c2cc3c(cc2cc1C(c1nnnn1C1CCCC1)N1CCSCC1)OCCO3 (stereo unspecified)	11%	16%	-1%	-7%	12	21	-2%	8%	.
CN(CCc1ccccn1)C(=O)CCNC(=O)Cn1cnc2ccccc2c1=O	.	7%	6%	-9%	0	4	-20%	9%	i	PMK inhibit pilot replicates=3.5;Spn MK inh pilot replicates=2.0;DPM-DC inhibit pilot screen %=0.0
CCCc1cc(=O)oc2cc(OCC(=O)N(C)C)c(Cl)cc12	12%	12%	-4%	1%	6	3	-20%	4%	i
COc1nc(OC)nc(N2CCC(C(=O)NCC3CCCCC3)CC2)n1	0%	17%	0%	3%	0	17	9%	34%	i
O=C(c1ccncc1)N1CCN(C(=O)c2cccc3ccccc23)CC1	0%	3%	0%	.	4	16	.	-1%	i
CCC(=O)Nc1ccc(NC(=O)CN2CCCC(C)C2)c(Cl)c1 (stereo unspecified)	.	16%	-4%	13%	5	7	2%	6%	i
O=c1[nH]c(CN(CCO)CCO)nc2c1C1(CCCCC1)Cc1ccccc1-2	.	-47%	-3%	44%	6	2	24%	20%	i
CCN1CC=C2C(C1)C(c1ccc(Cl)s1)C(C#N)=C(N)C2(C#N)C#N (stereo unspecified)	15%	16%	100%	-3%	13	1	10%	-2%	i
CC1C2C(C)N(C)C(=O)N(C)C2N(C)C(=O)N1C (stereo unspecified)	-3%	7%	5%	5%	13	0	4%	3%	i
CCOC(=O)Nc1ccc2c(c1)N(C(=O)N(C)C)c1ccccc1CC2	.	5%	-6%	-26%	2	8	-12%	6%	i
CSc1nsc(SC)c1NC(=O)OCC1CCCO1 (stereo unspecified)	.	13%	2%	5%	4	11	1%	.	i
CC(C)COC(=O)NCC12C=CC(O1)C1C(=O)N(c3ccc(Cl)cc3)C(=O)C12 (stereo unspecified)	15%	7%	0%	-14%	0	25*	-14%	2%	i	PMK inhibit pilot replicates=1.5*;Spn MK inh pilot replicates=2.0;DPM-DC inhibit pilot screen %=1.0
CCCCOc1cccc(NC(=O)CSc2nccn2C)c1	12%	25%	2%	22%	3	5	16%	8%	i	PMK inhibit pilot replicates=4.0;Spn MK inh pilot replicates=0.0;DPM-DC inhibit pilot screen %=0.0
COc1ccc(CC(=O)NC2CCN(Cc3nnnn3C(C)(C)C)CC2)cc1OC	.	7%	-5%	-2%	8	13	7%	-14%	i
C=CCn1c(NCc2ccc3c(c2)OCO3)nc2ccccc21	2%	6%	1%	-1%	0	17	3%	-8%	i
CCOC(=O)c1c(N)sc2c1C1CCN2CC1	.	5%	1%	.	11	2	.	12%	i
COc1ccc(OC)c(NC(=O)C2CCCN2C(=O)C2CCC(C)CC2)c1 (stereo unspecified)	10%	9%	-4%	0%	0	0	-5%	-7%	i
Cn1c(=O)[nH]c(=O)c2c1nc(N1CCOCC1)n2CCCSc1ncccn1	8%	8%	-2%	-13%	6	12	-15%	-15%	i
CC1CCCN(C(=O)CSc2nnc(-c3c[nH]c4ccccc34)o2)C1 (stereo unspecified)	7%	0%	9%	-22%	11	17	-29%	0%	i
CCN1C(=O)c2n[nH]c(C(=O)OC)c2C1=O	15%	15%	-6%	-3%	.	0	-9%	3%	i
CCc1nnc(NC(=O)CSc2nnc(-c3ccc(O)cc3)n2-c2ccccc2)s1	7%	1%	4%	4%	9	7	-9%	-9%	i
CCCCNc1nc2ccccc2nc1NS(=O)(=O)c1cccs1	3%	8%	-1%	-23%	0	2	-26%	-8%	i
COc1ccc(OC)c(NC(=O)c2ccc(S(=O)(=O)N3CCN(C)CC3)cc2)c1	14%	5%	-3%	8%	17	9	8%	-2%	i
CCOCC(=O)Nc1ccc(-c2cn3cccnc3n2)cc1	-3%	6%	-1%	-10%	0	13	-13%	11%	.
O=C(CCn1c(=O)sc2ccccc21)NCc1ccco1	-16%	.	.	.	0	0	.	2%	i
COc1ccccc1C1NC(=O)NC(C)=C1C(=O)OC1CCCCC1 (stereo unspecified)	.	7%	10%	-2%	5	15	-3%	0%	i
CS(=O)(=O)N(CCc1ccccc1)CC(N)=O	5%	-2%	-2%	-14%	4	8	-21%	-2%	i
CCCCOC(=O)Cn1c(=O)c2c(nc3n2CCCCN3c2ccc(C)cc2)n(C)c1=O	-1%	9%	-2%	9%	10	12	1%	-3%	i
COc1ccc(N(CC(=O)NCc2cccs2)S(=O)(=O)c2cccnc2)cc1	-7%	2%	-7%	0%	47*	10	3%	-3%	i
CCOC(=O)c1c(CN2CCCCC2C)oc2ccc(OC)cc12 (stereo unspecified)	.	-1%	7%	10%	3	13	4%	18%	i
Cc1ccnc(N2C(=O)OC(C)(C)C2(C)O)c1 (stereo unspecified)	.	15%	1%	2%	6	12	0%	-3%	i
COc1ccc(NC(=O)C(C)NS(=O)(=O)c2ccccc2)cc1Cl (stereo unspecified)	.	11%	4%	0%	4	9	-18%	8%	i	PMK inhibit pilot replicates=0.0;Spn MK inh pilot replicates=0.0;DPM-DC inhibit pilot screen %=0.0
O=C(CCn1c(=O)oc2ccccc21)NCCN1CCOCC1	6%	17%	-15%	8%	3	13	2%	-1%	i	PMK inhibit pilot replicates=0.0;Spn MK inh pilot replicates=0.0;DPM-DC inhibit pilot screen %=1.5
O=C(c1ccco1)N1CCN(C(=O)c2cc3c(s2)-c2ccccc2OC3)CC1	10%	20%	-3%	6%	10	0	-6%	4%	.	PMK inhibit pilot replicates=1.5;Spn MK inh pilot replicates=7.5
Cc1ccc(O)c(C(=O)c2cc(C#N)c(=O)n(CC3CCCO3)c2)c1 (stereo unspecified)	2%	17%	-6%	-13%	3	17	-3%	-6%	i	PMK inhibit pilot replicates=6.5;Spn MK inh pilot replicates=4.5;DPM-DC inhibit pilot screen %=0.0
CN(C)c1nc(SCCOC(=O)c2ccccc2)nc(N(C)C)n1	-5%	21%	-4%	-11%	1	1	-9%	8%	i	PMK inhibit pilot replicates=7.0;Spn MK inh pilot replicates=2.5;DPM-DC inhibit pilot screen %=3.0
NC(=O)Cn1c(=O)n(CCCC(=O)NC2CCN(Cc3ccccc3)CC2)c(=O)c2ccccc21	.	11%	-3%	-8%	5	12	-16%	.	i
CCN(CC)CCCNc1nc2ccccc2[nH]1	12%	12%	-5%	-4%	7	1	4%	-1%	i
CCOC(=O)c1ccc(NC(=O)c2nccnc2C(=O)O)cc1	4%	-1%	1%	-8%	1	0	-23%	-5%	i
CCOC(=O)Nc1ccc(Oc2ccccc2)cc1	14%	16%	2%	14%	2	0	24%	2%	i
Cc1cccc2c1nc(-c1ccccc1)n1cnnc21	4%	8%	-7%	-2%	3	10	-11%	5%	i	PMK inhibit pilot replicates=0.0;Spn MK inh pilot replicates=0.0;DPM-DC inhibit pilot screen %=0.0
OCC1OC(n2nc3ccccc3n2)C(O)C(O)C1O (stereo unspecified)	6%	6%	-8%	-19%	7	17	-4%	5%	i
CC1=C(C(=O)OC(C)C)C(c2ccc(N(C)C)cc2)C2=C(CC(C)(C)CC2=O)N1 (stereo unspecified)	-10%	7%	6%	3%	4	23	3%	-8%	i
CNCc1ccc(OCc2ccccc2)c(OC)c1	.	5%	-6%	-4%	2	16	-17%	-5%	i
N#Cc1nc(COc2ccccc2)oc1N1CCCC1	5%	10%	-3%	1%	9	0	4%	2%	i
CCC(=O)NC1(C(F)(F)F)C(=O)Nc2c1c(=O)n(C)c(=O)n2C (stereo unspecified)	5%	0%	1%	-2%	6	6	7%	-2%	i
Cc1ccc(C2C3=C(CCCC3=O)Nc3[nH]c(=S)[nH]c(=O)c32)cc1 (stereo unspecified)	11%	12%	-9%	-4%	6	19	-4%	.	i

The list goes on:
SMILES	LYP inhibition	Alkaline phosphatase	Bfl-1 inhibitors	HPDE-C7K KRASV12	Spn MK inh	PMK inhibit	HPDE-C7 cytotoxicity	HT1080 cytotoxicity	DPM-DC inhibit	others
CCOC(=O)COc1ccc2c(c1)c(C(=O)OCC)c(C)n2CC	10%	.	.	.	11	13	.	-8%	i
COc1cccc(CNS(=O)(=O)c2cn(C)cn2)c1	9%	11%	-4%	-8%	3	19	-7%	0%	i
CCn1c(SCC(=O)C(C)(C)C)nnc1-c1ccccn1	9%	13%	-12%	-3%	1	0	3%	2%	i
COc1ccc(-c2noc(-c3ccccc3C(=O)Nc3cccnc3)n2)cc1OC	2%	8%	1%	4%	7	0	-10%	3%	i	PMK inhibit pilot replicates=0.0;Spn MK inh pilot replicates=0.0;DPM-DC inhibit pilot screen %=0.5
CCCC(=O)Nc1cccc(-c2nc3ccccc3o2)c1	-7%	10%	-2%	-2%	5	2	-2%	3%	i

Arranged by heavy-atom count (lowest first): 3 of the compounds above
SMILES	LYP inhibition	Alkaline phosphatase	Bfl-1 inhibitors	HPDE-C7K KRASV12	Spn MK inh	PMK inhibit	HPDE-C7 cytotoxicity	HT1080 cytotoxicity	DPM-DC inhibit	others
COc1cccc(CNS(=O)(=O)c2cn(C)cn2)c1	9%	11%	-4%	-8%	3	19	-7%	0%	i
CCn1c(SCC(=O)C(C)(C)C)nnc1-c1ccccn1	9%	13%	-12%	-3%	1	0	3%	2%	i
Cc1ccc(C2C3=C(CCCC3=O)Nc3[nH]c(=S)[nH]c(=O)c32)cc1 (stereo unspecified)	11%	12%	-9%	-4%	6	19	-4%	.	i
